Bioassay records: PubChem BioAssay, several laboratories
LRH-1 inv ag – suppresses constitutive activity of human LRH-1; O00482; HEK293T StAR-luciferase reporter, LRH-1 transfected, 24 h; inhibition, % at 3.6 µM; 0.13% of 360,000 active; AID 602396;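 active = inhibition above the mean inhibition of all tested compounds plus 3 SD, cut at about 73% in these data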;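 also: 0% = DMSO wells and 100% = reporter-only cells lacking LRH-1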
LMP1 NFkB inh – Epstein-Barr LMP1 NF-kappaB reporter inhibition. LMP1-induced NF-kappaB luciferase reporter cells, luminescence. 0.69% of 350,000 active. inhibition, % at 12.5 µM. AID 504558; in the data active = inhibition above about 41%;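 also: 0% = neutral control wells and 100% = reference inhibitor control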
MC4R barr agon – activates human MC4R beta-arrestin recruitment. P32245. U2OS MC4R beta-arrestin complementation, luminescence; percent of melanotan II response, DMSO zero. activation, % at 8.9 µM. 0.98% of 360,000 active;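 active = activation above a per-plate cutoff, the mean activation of sample wells on that plate plus 3 SD, cut at about 8% in these data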
NR2F2 inh – inhibitors of human COUP-TFII (NR2F2); HEK293T NGFI-A luciferase reporter, luminescence; inhibition, % at 8.6 µM; 0.7% of 370,000 active; AID 686940; P24468;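 active = inhibition above a per-plate cutoff, mean inhibition of test wells between control levels plus 3 SD, cut at about 38% in these data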;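 also: cells cotransfected with COUP-TFII expression vector driving the NGFI-A reporter; 0% = median of COUP-TF2 test wells and 100% = reporter-only cells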
NCOA2 inhibitor – inhibits human steroid receptor coactivator 2; HEK293 GAL4-SRC2 luciferase reporter, luminescence; 0.17% of 370,000 active; Q15596; inhibition, % at 9 µM;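 active = inhibition above the mean inhibition of all tested compounds plus 3 SD, set per campaign, cut at about 52% in these data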;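 also: 0% = DMSO treated cells and 100% = cells given Gossypol at 36 µM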
SRC1 inh – inhibitors of human steroid receptor coactivator 1 (SRC1). Q15788. HEK293 GAL4-SRC1 luciferase reporter, luminescence. inhibition, % at 3.6 µM. 0.12% of 360,000 active. AID 588354;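 active = inhibition above the campaign mean plus 3 SD, with each screening campaign given its own cutoff, cut at about 60% in these data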;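 also: 0% = DMSO treated cells and 100% = gossypol at 36 µM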
MC4R antag cAMP – antagonists of human melanocortin 4 receptor (MC4R). MC4R-expressing cells, MTII-stimulated cAMP, LANCE TR-FRET. inhibition, % at 6.5 µM. 0.48% of 360,000 active. P32245;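 active = inhibition above its plate's cutoff, the mean of tested wells on that plate plus 3 SD, cut at about 29% in these data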;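 also: 0% = Melanotan II alone and 100% = Melanotan II plus saturating MCL0020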
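System: U2OS cells stably expressing human melanocortin 4 receptor (MC4R). Reagent: Melanotan II challenge after compound preincubation. Doses: 6.5 µM. Times: 30-min compound, 1-h challenge, 1-h detection, room temperature. Measured by: TR-FRET with Eu-cAMP and labeled anti-cAMP, 671 nm. Replicates: singlicate.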
NOD2-RIPK2 inh – inhibitors of human NOD2-RIPK2 interaction | inhibition, % at 4.98 µM | CHO BLA complementation NOD2-RIPK2, CCF4 ratio | O43353 | 0.38% of 360,000 active; in the data active = inhibition above about 21%;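 also: 0% = vehicle only and 100% = reference blocker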
SRC3 inh – human NCOA3 inhibition | inhibition, % at 3.6 µM | 0.17% of 360,000 active | HEK293 GAL4-SRC3 luciferase reporter, luminescence;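 active = inhibition above a per-campaign cutoff, the mean of all compounds plus 3 SD, cut at about 60% in these data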;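 also: 0% = DMSO-treated cells and 100% = gossypol-treated cells at 36 µM; higher means less SRC3-driven luciferase light from the GAL4 reporter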
ABHD5 PLIN5 PPI – blocks binding of human ABHD5 to perilipin-5. Split G. princeps luciferase complementation, luminescence, 4 h. inhibition, % at 4 µM. 0.78% of 360,000 active;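 active = inhibition above the mean inhibition across every tested compound plus 3 SD, cut at about 22% in these data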;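 also: 0% = DMSO only wells and the 100% control is not disclosed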
Target sequence (Q00G26 whole entry, looked up): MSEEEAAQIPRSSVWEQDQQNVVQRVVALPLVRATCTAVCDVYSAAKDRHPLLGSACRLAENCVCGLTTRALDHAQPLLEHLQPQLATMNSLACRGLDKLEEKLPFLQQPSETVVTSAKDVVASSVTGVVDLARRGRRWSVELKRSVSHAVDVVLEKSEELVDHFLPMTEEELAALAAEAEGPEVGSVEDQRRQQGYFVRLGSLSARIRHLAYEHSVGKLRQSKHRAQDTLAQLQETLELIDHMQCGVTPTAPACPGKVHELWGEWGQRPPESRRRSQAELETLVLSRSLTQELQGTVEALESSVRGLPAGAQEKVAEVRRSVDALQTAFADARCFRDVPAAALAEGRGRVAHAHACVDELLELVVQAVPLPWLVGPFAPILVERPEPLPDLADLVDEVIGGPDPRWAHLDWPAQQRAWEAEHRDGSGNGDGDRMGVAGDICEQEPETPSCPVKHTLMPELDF
Target sequence (Q8WTS1 whole entry, looked up): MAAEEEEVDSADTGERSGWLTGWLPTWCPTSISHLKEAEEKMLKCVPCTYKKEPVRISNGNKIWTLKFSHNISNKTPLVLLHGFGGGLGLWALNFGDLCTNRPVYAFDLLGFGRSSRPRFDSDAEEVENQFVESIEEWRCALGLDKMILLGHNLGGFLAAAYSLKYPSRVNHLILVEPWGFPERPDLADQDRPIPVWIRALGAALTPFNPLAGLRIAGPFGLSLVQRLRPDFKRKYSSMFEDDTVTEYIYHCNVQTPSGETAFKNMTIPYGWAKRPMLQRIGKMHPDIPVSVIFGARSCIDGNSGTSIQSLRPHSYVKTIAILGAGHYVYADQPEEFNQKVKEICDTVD
TLR9-MyD88 block – blocks human TLR9 binding to MyD88 | 0.21% of 340,000 active | AID 504734 | inhibition, % at 4.98 µM | CHO BLA complementation TLR9-MyD88, CCF4 FRET ratio | Q9NR96+Q99836;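 active = inhibition above the mean over all tested compounds plus 3 SD, cut at about 21% in these data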;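 also: 0% = DMSO only wells and 100% = clavulanate BLA inhibitor control wells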
* hit, by the source's call; x = not tested or not shown. Only part of the results is shown (hit frequency here may not be typical).

SMILES	LRH-1 inv ag	LMP1 NFkB inh	MC4R barr agon	NR2F2 inh	NCOA2 inhibitor	SRC1 inh	MC4R antag cAMP	NOD2-RIPK2 inh	SRC3 inh	ABHD5 PLIN5 PPI	TLR9-MyD88 block
C[C@@H]1CCCCO[C@H](CN(C)Cc2ccc(C(F)(F)F)cc2)[C@@H](C)CN([C@H](C)CO)C(=O)c2cc(NS(=O)(=O)c3cn(C)cn3)ccc2O1	-19	4	0.4	12	-34	-4	2	2	0	-1	-5
CCOC(=O)c1ccc(-c2ccc(N3C(c4ccsc4)=Cc4ccc(F)cc4C3c3c[nH]c4ccc(C#N)cc34)cc2)cc1F (stereo unspecified)	20	x	x	56*	79*	x	x	-4	x	0	x
Cc1cccc(CSC(Nc2ccc(F)cc2)=C(C#N)C#N)c1	49	6	-1.6	30	-7	17	3	3	17	-1	-5
C=C(C)Cn1c2ccc(NC(=S)NCc3ccccc3F)cc2c(=O)n1C	-10	x	-0.3	16	7	-3	3	5	-3	-15	x
COc1cccc(CNC(=O)CCn2ccc3cc(S(=O)(=O)N4CCCC4)ccc32)c1	9	-1	-0.4	9	4	10	11	11	5	-1	-5
Cc1cc(OCC(=O)NCc2ccccn2)c2c(C)cc(=O)oc2c1	-13	-1	1.1	-4	13	-14	2	-5	-23	-2	-7
CCCN1CCN(S(=O)(=O)c2cn(C)nc2C)CC1	16	5	-3.0	-12	18	9	7	0	17	1	-1
NC(=O)CC1SC(N)=NC1=O (stereo unspecified)	-1	-3	-2.1	-31	0	-1	7	-6	-3	0	3
Cc1cccc2nc(CSc3nncn3-c3ccccc3)cn12	-2	5	-1.8	13	-6	-14	7	2	-4	1	-1
CCN1CCN(c2ccc(NC(=O)CC3OC(=O)c4ccccc43)cc2C)CC1 (stereo unspecified)	-3	-16	-1.4	-41	-21	-27	-3	-5	-39	4	1
FC(F)Oc1ccccc1NC(=S)Nc1cccnc1	-5	-8	-1.4	2	-6	9	24	0	6	-3	-9
Cc1nn(C(C)C(=O)NNC(=S)Nc2ccc(Cl)cc2)c(C)c1[N+](=O)[O-] (stereo unspecified)	7	-10	-2.2	-7	-1	1	2	3	7	1	2
CCOc1ccc(OCc2cccc(C(=O)Nc3ccc(CN4CCCCC4)cc3)c2)cc1	-154	4	7.6	-47	-78	-147	0	10	-120	16	4
COCCCN(C(=S)Nc1c(C)cc(C)cc1C)C(C)c1ccccn1 (stereo unspecified)	-15	-5	-2.9	7	15	10	10	5	17	-2	-2
CCC(=O)NC(=S)N1CCN(c2ccc([N+](=O)[O-])cc2Cl)CC1	27	-1	-1.8	-3	10	0	-3	-6	-3	-2	-11
Cc1cc(C)c(S(=O)(=O)N2CCCC(C(=O)N3CCCC3)C2)c(C)c1 (stereo unspecified)	-16	1	-0.6	-2	-23	-5	11	-10	13	1	-7
O=C(Nc1ccc(Br)cc1)Nc1ccccc1F	-155	-11	-0.5	-38	-2	-107	2	-15	-82	2	-2
CCOC(=O)c1cc(-c2ccc(F)cc2)n(CC(=O)NC(C)CC)c1C (stereo unspecified)	13	-6	-0.4	-27	-34	9	16	-2	6	0	-4
COc1ccc(CNC(=O)c2cccc(N3CCCC3=O)c2)cc1	-4	-3	-0.4	-4	5	-26	0	-10	-1	6	-5
COC(=O)CCC(=O)OC1(C)C(=O)C=C2C=C(C3CC3)N(Cc3ccco3)C=C2C1=O (stereo unspecified)	5	-6	-2.8	1	-5	-9	8	2	1	5	-3
CNc1nc(C)c(C#N)cc1C(C)=O	-4	0	-0.4	-1	4	6	-6	-5	-17	0	1
O=S(=O)(Cc1ccccc1)Nc1ccc(S(=O)(=O)NCC2CCCO2)cc1 (stereo unspecified)	6	-9	3.0	10	-8	14	0	-16	3	6	-7
O=C1CCC(=O)O1	17	0	-0.8	3	-2	-2	1	2	-9	4	5
Cc1ccc(NS(=O)(=O)c2ccc3c(c2)NC(=O)CC(=O)N3)cc1C	9	-5	-0.6	14	-6	4	10	-4	-5	6	-5
CC1=C(C(=O)NCc2ccccc2)C(c2cccs2)n2ncnc2N1 (stereo unspecified)	20	5	5.9	7	12	6	-5	-5	2	4	-12

A different layout for 2 compounds above:
Second line of a record: LRH-1 inv ag	LMP1 NFkB inh	MC4R barr agon	NR2F2 inh	NCOA2 inhibitor	SRC1 inh	MC4R antag cAMP	NOD2-RIPK2 inh	SRC3 inh	ABHD5 PLIN5 PPI	TLR9-MyD88 block
CCCN1CCN(S(=O)(=O)c2cn(C)nc2C)CC1
  16	5	-3.0	-12	18	9	7	0	17	1	-1
NC(=O)CC1SC(N)=NC1=O (stereo unspecified)
  -1	-3	-2.1	-31	0	-1	7	-6	-3	0	3

(listing goes on)
SMILES	LRH-1 inv ag	LMP1 NFkB inh	MC4R barr agon	NR2F2 inh	NCOA2 inhibitor	SRC1 inh	MC4R antag cAMP	NOD2-RIPK2 inh	SRC3 inh	ABHD5 PLIN5 PPI	TLR9-MyD88 block
COc1ccc2cc(C(N)=O)c(=Nc3ccccc3)oc2c1	-102	10	-2.3	-31	-34	-97	-9	-4	-80	4	8
O=C(Cn1nnc2ccccc21)NNC(=S)NC1CCCCC1	-2	1	-0.9	-4	6	-5	2	-9	-26	-4	-6
COCCNC(=O)c1c[nH]c2ccc(S(=O)(=O)N3CCc4ccccc43)cc2c1=O	0	15	-0.1	26	40	36	16	2	18	1	-8
COC(=O)c1cccc(CN2C(=O)C(C)Oc3ccc(C)cc32)c1 (stereo unspecified)	-5	x	1.9	-4	-13	12	-2	-5	16	3	x
CN1CC(=O)N(CC(=O)Nc2cc(Cl)cc(Cl)c2)C1=O	4	-4	-1.8	17	6	-13	5	0	8	0	-9
Cc1cc(C)nc(NC(=O)CCC2CCCC2)c1	-5	17	-0.2	-10	-24	-9	3	-3	0	-4	10
O=C(CCC(=O)N1CCOc2ccccc21)Nc1ccc(F)cc1F	9	6	-0.2	-9	2	1	12	17	1	2	8
CCN(CC)C(=O)C1CCN(S(=O)(=O)c2ccc3oc4ccccc4c3c2)CC1	14	7	2.0	0	6	4	12	5	21	4	3
Cc1cnn2c(C3CC3)ccnc12	18	-2	2.5	19	12	-4	12	-1	-9	-4	0
C=CCOC(=O)C1=C(C)NC(SCC)=C(C#N)C1c1ccc(Cl)cc1 (stereo unspecified)	16	3	-1.2	28	23	8	1	1	1	-8	4
CCCCN(CCCC)S(=O)(=O)c1ccc(NC(=O)c2ccc([N+](=O)[O-])cc2Cl)cc1	23	-5	-0.3	8	17	8	-2	0	-11	-13	-8
C=CCn1c(SCC(=O)N(C)C2CCS(=O)(=O)C2)nnc1-c1ccccc1 (stereo unspecified)	-8	-4	0.6	-15	-7	5	-3	7	11	-7	9
CCOc1ccccc1C(=O)Nc1ccc2nc3n(c(=O)c2c1)CCCCC3	-20	-13	-2.2	-15	-32	2	6	17	8	-1	-8
Cc1ccc(S(=O)(=O)N=Nc2c(O)[nH]c3ccccc23)cc1C	13	4	-1.8	17	3	-24	3	-3	8	-5	1
COc1ccc(F)cc1S(=O)(=O)Nc1ccc2c(c1)OCCO2	-11	-9	0.3	11	0	10	-9	-3	8	0	-9
O=C(Nc1ccc(Cl)cc1)c1sccc1-n1cccc1	30	-19	0.6	4	11	0	4	-3	7	-4	1
Cc1ccc(NC2=CC(=O)OC(C)C2)cc1 (stereo unspecified)	16	-4	-0.8	0	11	-3	-9	13	5	1	-6
COc1ccccc1C(=O)Nc1ccc2c(c1)nc(CCNC(C)=O)n2C	-98	-7	-0.8	-24	-34	-38	-4	-2	-49	-3	0
Cc1cc(C)cc(NC(=O)Cc2ccc(NC3=NC4CS(=O)(=O)CC4S3)cc2)c1 (stereo unspecified)	-4	-3	-0.1	0	1	-19	5	-5	-2	8	3
Cc1nc2ccccc2c2oc(C(=O)NC3CC3)cc12	-7	28	0.6	-16	1	6	1	3	-16	4	-15
Nc1nc(NCc2ccco2)nc(N2CCCCC2)c1[N+](=O)[O-]	-3	4	5.1	7	15	-14	10	-11	-9	0	-28
CCn1c(C)nc2cc(C(=O)N/N=C(\C)c3ccc(OC)cc3O)ccc21	-18	24	0.8	-31	2	-15	34*	-7	33	0	9
CCC(CC)C(=O)NCCCN1CCOCC1	-17	0	-0.7	4	-23	-6	-4	-6	23	4	1
CSCCC(NC(=O)COc1ccccc1)C(=O)N1CC(C)OC(C)C1 (stereo unspecified)	-11	-5	-3.3	4	-41	-19	8	2	5	6	-9
Cc1ccc(S(=O)(=O)C(CNC(=O)C(C)C)c2cccs2)cc1 (stereo unspecified)	-5	-2	-0.2	11	1	-5	4	-14	-6	1	6
SMILES	LRH-1 inv ag	LMP1 NFkB inh	MC4R barr agon	NR2F2 inh	NCOA2 inhibitor	SRC1 inh	MC4R antag cAMP	NOD2-RIPK2 inh	SRC3 inh	ABHD5 PLIN5 PPI	TLR9-MyD88 block
CCCCN(C)C(=O)c1ccc(S(=O)(=O)N2CCOCC2)cc1	3	-7	1.1	14	-6	6	3	-3	-26	-3	-6
Cc1cccc(Oc2ncc(-c3ccc(Cl)cc3)cn2)c1C	-24	1	1.0	-6	-3	1	5	2	6	-5	-2
Cc1ccc(S(=O)(=O)N2CC=C(C(=O)NC3CC3)CC2)cc1	2	2	-0.1	3	4	3	7	-9	3	-4	-7
O=C(CCNC(=O)c1ccco1)NCc1ccc(C(=O)O)cc1	-6	6	-0.4	-2	2	-2	-3	-15	-3	-4	-17
CC(C)CN(C(=O)c1ccc(S(=O)(=O)N2CCCCC2)cc1)C1CCS(=O)(=O)C1 (stereo unspecified)	-3	-4	-2.2	-10	-1	-51	0	-5	17	2	-1
Cc1ccc(NC(=O)COC(=O)CN2C(=O)NC(C)(C)C2=O)cc1S(=O)(=O)N1CCOCC1	9	-1	-1.2	0	-5	5	8	-7	7	1	0
O=C(CN1C(=O)NC2(CCc3ccccc32)C1=O)c1ccc(Cl)cc1 (stereo unspecified)	0	4	-3.4	13	0	-2	6	-10	-2	-7	-5
Cc1c(Cl)cccc1NC(=S)N1CCN(S(=O)(=O)c2cccs2)CC1	22	-7	-1.7	3	8	-9	4	11	8	-1	7
CCNC(=O)Nn1c(-c2ccccc2)nc2ccccc2c1=O	2	-6	-0.2	8	0	-2	-2	3	12	-3	6
Cn1c(N)cc(-c2ccc(F)cc2)c(C#N)c1=O	6	-8	-4.3	5	-15	-6	23	5	0	0	-5
CCc1ccc2[nH]c(=O)c(CN(CCN(C)C)C(=O)Nc3ccccc3OC)cc2c1	-14	-3	-1.0	0	-16	-12	-1	0	14	9	-6
CC(C(=O)Nc1ccc2[nH]c(=O)[nH]c2c1)N1CCN(Cc2ccc3c(c2)OCO3)CC1 (stereo unspecified)	-3	8	-2.3	-16	8	2	10	2	17	-6	4
OCC1OC(n2cnc3c(N4CCCC4)ncnc32)C(O)C1O (stereo unspecified)	-20	-9	-0.3	-18	0	-8	12	2	-22	0	7
